Screens: PubChem, University of Kansas High Throughput Screening Laboratory
mHTT-CaM PPI inh: mutant huntingtin-calmodulin interaction inhibitors – biochemical, AlphaScreen, primary screen | AlphaScreen His-mHTT/GST-CaM binding, luminescence | P42858 | inhibition, % at 15 µM | hit rate 3.6% among 190,000;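 also: 0% = both proteins with DMSO and 100% = one protein alone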
Pf apPOL block: Pf-apPOL inhibitors, biochemical, fluorescence | Plasmodium falciparum apicoplast DNA polymerase (apPOL) | Recombinant Pf-apPOL, molecular beacon fluorescence, 1.5 h | inhibition, % at 10 µM | hit rate 0.25% among 210,000 | AID 1794808, 2022
* hit, by the source's call; · = not tested or not shown; & = joins results of further samples. Rule as the data show it: active = inhibition above about 50%; inactive = the rest.

Screens in order – Pf apPOL block, mHTT-CaM PPI inh
N#CC1=C(S)NC(O)(c2ccccc2)C([n+]2cccc3cc(Cl)ccc32)C1c1cccnc1 (centres undefined)
    -4, 59*
O=C(O)c1ccc(O)c(C=Nc2ccc3oc(-c4ccccc4)nc3c2)c1
    -2, -3
Cc1cccc(C)c1N1C(=O)C2C(C1=O)C1C=CC2C12CC2 (centres undefined)
    -2, -1
CC(=O)NS(=O)(=O)c1ccc(NC(=O)c2ccc(C(C)C)cc2)cc1
    0, 0
CS(=O)(=O)c1ccccc1C(=O)Nc1nc(-c2nc3ccccc3s2)cs1
    4, -2
CCOc1ccc(C=C2Oc3cc(OCC=C(C)C)ccc3C2=O)cc1
    4, -15
CS(=O)(=O)N1CCCC(C(=O)Nc2nccs2)C1 (centres undefined)
    -3, -7
CCN(CC)S(=O)(=O)c1ccc(OC)c(NC(=O)CC(C)C)c1
    -4, -4
O=c1ccc(-c2noc(-c3ccccc3Cl)n2)c[nH]1
    0, -2
CC1CCN(C(=O)C2=CN(c3cc(F)cc(F)c3)c3ccccc3S2(=O)=O)CC1
    0, 0
CCOc1ccc(N=C2C(=O)N3c4c(ccc(C)c42)C(C)=CC3(C)C)cc1
    -8, 49
O=C1OC(c2ccccc2Br)=N/C1=C\N1CCCCC1
    -2, 15
N=c1oc2ccc(Br)cc2cc1C(=O)Nc1ccc(Cl)cc1Cl
    1, 0
CCCCC(=O)Nc1cccc(-c2nc3ncccc3o2)c1C
    -1, 0
COc1cc(OC)c(/C=C2/NC(=O)NC2=O)cc1Br
    -1, 7
COc1ccccc1CCNC(=O)Cc1cc(=O)[nH]c(SCc2ccc(F)cc2)n1
    -6, -5
CCSc1nc2ccccc2c(=O)n1C1CCCC1
    -5, -94
NC(=O)c1cc2cc(Br)ccc2oc1=Nc1ccc(C(=O)c2ccccc2)cc1
    -5, -4
O=C(c1ccc(Cl)s1)N1CCc2c(nc3cc[nH]n3c2=O)C1
    2, -5
O=C(Cc1ccc(NC(=O)C2COc3ccccc3O2)cc1)NCc1cccs1 (centres undefined)
    -5, -1
Cc1ccc(NC(=O)C(=O)NCCCN2CCOCC2)cc1F
    -5, -9
COc1ccc(N2C(=O)CC(N3CCN(c4ccc(F)cc4)CC3)C2=O)cc1 (centres undefined)
    -9, 1
CC12c3ccccc3C(c3ccccc31)C1C(=O)N(CCO)C(=O)C12 (centres undefined)
    0, -4
COc1ccc(NC(=O)c2cccc(N3C(=O)C4C5C=CC(C6CC56)C4C3=O)c2)c(OC)c1 (centres undefined)
    -9, -2
O=C(O)c1ccccc1-c1ccccc1C(=O)Nc1c[nH]c(=O)[nH]c1=O
    7, -3
Cc1ccc(-c2noc(CCN3CCN(c4ccccc4)CC3)n2)cc1
    0, 8
CCNc1nccc(N2CCC(CC(=O)N3CCC(COC)CC3)CC2)n1
    -7, 6
Cc1ccc(C2CCCN2C(=O)Nc2ccc(C)c(F)c2)cc1 (centres undefined)
    -4, -15
CCCCOc1ccc(C(=O)NCCNc2ccc(C)nn2)cc1
    1, -15
COc1ccccc1C(=O)Nc1ccc(Cl)c(Cl)c1
    -5, -33
O=C1OC(c2ccc(Cl)cc2)=C/C1=C\c1ccco1
    -4, 20
Cc1ccc(S(=O)(=O)N2CCC(=O)N([C@H](COCc3ccc(C(F)(F)F)cc3)C(C)C)CC2)cc1
    -3, 30
Cc1cc(Nc2ccc(O)c(C(=O)O)c2)n2ncnc2n1
    -2, -1
O=C(CCCc1ccccc1)NC1CC(O)C(CO)C1 (centres undefined)
    -1, -3
O=C(CCC1CCCCC1)Nc1cc(C(=O)O)cc(C(=O)O)c1
    1, -3
COc1cc(Cl)c(S(=O)(=O)N2CCN(c3ccccc3)CC2)cc1Cl
    -7, 0
CNc1nc2ccc(C)cn2c(=O)c1C=Nc1cccc(Cl)c1
    -4, 1
O=C(c1ccco1)N1CCCn2nc(-c3ccncc3)cc2C1
    -11, 4
O=C1C(=O)N(c2nccs2)C(c2cccc([N+](=O)[O-])c2)C1=C(O)c1ccccc1 (centres undefined)
    -15, 7
COc1ccc(-n2ccn3cc(-c4ccc(F)cc4F)nc3c2=O)cc1
    -6, -3
Cc1cccc(NC(=O)c2cccnc2N2CCOCC2)c1
    -4, -5
Cn1c(N2CCC(C(=O)NC3CCCCCC3)CC2)cc(=O)n(C)c1=O
    -1, 38
CCCN1C(=O)CCc2c(C)nc(-c3cccc(F)c3)nc21
    1, -14
COc1ccc(CNC(=O)Cn2nc(C(F)(F)F)c(Br)c2C)cc1
    -2, -4
CCN(CC)C(=O)c1cc2c(s1)CCC(C(=O)Nc1ccc3c(c1)OCO3)C2 (centres undefined)
    -3, 7
O=C(NCC1CN(c2ccc(F)cc2)C(=O)O1)Nc1cccc(C(F)(F)F)c1 (centres undefined)
    -7, -6
Cc1oc(-c2ccc(Cl)cc2)nc1CN1CCCC(C(=O)NCc2ccccc2)C1 (centres undefined)
    0, 7
N#C/C(=C\c1cc(Cl)c(O)c(Cl)c1)c1ccc([N+](=O)[O-])cc1
    -2, 39
COCc1nnc(NC(=O)c2ccc(S(=O)(=O)N3CC(C)OC(C)C3)cc2)o1 (centres undefined)
    -38, 13
COc1ccccc1/C=C/C=C1/N=C(c2cc(Br)ccc2OC)OC1=O
    -5, 12
COC(=O)C1=C(Nc2ccccc2NS(=O)(=O)c2cn(C)cn2)CSC1
    9, ·
CC(C)C(=O)Nc1cccc(NC(=O)c2ccccc2[N+](=O)[O-])c1
    3, -1
CC1CN(C(=O)c2c(Cl)cccc2Cl)CC(C)O1 (centres undefined)
    -4, -6
COc1ccc(Cl)cc1NC(=O)CN1C(=O)C2C3C=CC(C3)C2C1=O (centres undefined)
    1, 5
CN1CCn2cc(S(=O)(=O)N3CCN(c4ccccc4)CC3)cc2C1=O
    -3, -5
COc1cc(C2Nc3ccccc3NC3=C2C(=O)CC(c2cccs2)C3)cc(OC)c1O (centres undefined)
    11, 1
Cn1c(/C(C#N)=C/c2ccc(O)cc2)nc2ccccc21
    3, 13
C=CCOCC(O)CN1CCN(C(=O)OCC)CC1 (centres undefined)
    -7, -23
C=Cc1ccc(CN2C(=O)N(c3cccc(F)c3)c3ncccc3S2(=O)=O)cc1
    0, 4
COc1cccc(C2C(C#N)=C(N)Oc3nc(C)[nH]c(=O)c32)c1OC (centres undefined)
    0, 6

Single values from the entries so far:
`C=CCOCC(O)CN1CCN(C(=O)OCC)CC1` (centres undefined) | mHTT-CaM PPI inh = -23
`COC(=O)C1=C(Nc2ccccc2NS(=O)(=O)c2cn(C)cn2)CSC1` | Pf apPOL block = 9

(next part)
Screens in order – Pf apPOL block, mHTT-CaM PPI inh
CC(Oc1ccccc1)C(=O)NCc1cccnc1 (centres undefined)
    -5, -1
O=C1NN=C2CC34CCC12CC3=NNC4=O
    1, ·
CC(C)CC1C(=O)N(Cc2cn(Cc3ccco3)nn2)CCS(=O)(=O)N1Cc1ccc(-c2cccc(CO)c2)cc1 (centres undefined)
    10, 59*
CCCCC(NC(=O)c1cccc(Br)c1)C(=O)O (centres undefined)
    -2, -8
Nc1cc(C2CCN(C(=O)Cc3cccc(C(F)(F)F)c3)CC2)no1
    3, 0
CCCOc1ccc(C(=O)Nc2cccc(C(C)=O)c2)cc1
    -3, 1
COc1ccc(NC(=O)CCCOc2ccc(Cl)cc2Cl)c(N(O)O)c1
    1, 16
COc1ccc2oc(=O)c(-c3nnc(Nc4ccc(F)cc4)s3)cc2c1
    -1, -2
OCC(O)CN1CCc2ccccc21 (centres undefined)
    3, 1&1
Cc1cc(C)c(S(=O)(=O)N2CCCCC2)c(C)c1[N+](=O)[O-]
    -3&-7, -28&-6
CC1=C(C(=O)Nc2ccc(C)cn2)C(c2cccnc2)C2=C(CC(C)(C)CC2=O)N1 (centres undefined)
    -2, -4
COc1ccc(/C=C2\N=C(c3ccc(Cl)c([N+](=O)[O-])c3)OC2=O)c(OC)c1
    6, 3
Cc1ccccc1CS(=O)(=O)CCC(=O)NCc1ccccc1Cl
    -15, 1
O=C(Cc1ccc(Cl)cc1)Nc1nnc(C2CC(=O)N(c3ccccc3)C2)o1 (centres undefined)
    -3, 0
COc1ccc(NC(=O)Cn2cc(-c3ccccc3C)c(N3CCOCC3)n2)c(OC)c1
    5, 6

In the list so far, these have a nitro group on carbon:
Screens in order – Pf apPOL block, mHTT-CaM PPI inh
O=C1C(=O)N(c2nccs2)C(c2cccc([N+](=O)[O-])c2)C1=C(O)c1ccccc1 (centres undefined)
    -15, 7
N#C/C(=C\c1cc(Cl)c(O)c(Cl)c1)c1ccc([N+](=O)[O-])cc1
    -2, 39
CC(C)C(=O)Nc1cccc(NC(=O)c2ccccc2[N+](=O)[O-])c1
    3, -1
Cc1cc(C)c(S(=O)(=O)N2CCCCC2)c(C)c1[N+](=O)[O-]
    -3&-7, -28&-6
COc1ccc(/C=C2\N=C(c3ccc(Cl)c([N+](=O)[O-])c3)OC2=O)c(OC)c1
    6, 3

Additional structures:
Screens in order – Pf apPOL block, mHTT-CaM PPI inh
Clc1ccc(Nc2ncnc3c2cnn3-c2ccccc2)cc1Cl
    -2, 1
Cc1ccc(CNC(=O)C2(C)CCCN(C(=O)Nc3cc(C)cc(C)c3)C2)cc1 (centres undefined)
    -5, -7
CSc1ccc(CN2CCN(S(=O)(=O)c3ccccc3[N+](=O)[O-])CC2)cc1
    4, 18
COc1ccc(-c2nn(CN3CCN(C(c4ccccc4)c4ccccc4)CC3)c(=S)n2C)cc1OC
    ·, 2
CCOC(=O)N1CCC2(CC1)C(C#N)=C(C)Nc1oc(C)nc12
    ·, -3
Cc1ccnc(SC2CC(=O)N(c3ccc(Br)cc3)C2=O)n1 (centres undefined)
    2, 3
COc1ccc(C(OCC2OC(n3cc(I)c(=O)[nH]c3=O)CC2O)(c2ccccc2)c2ccc(OC)cc2)cc1 (centres undefined)
    -2, ·
O=C(Nc1ccc(I)cc1C(=O)NCCCCO)c1ccc(F)cc1
    4, -6
CC(=O)c1cccc(NC(=O)CCN2C(=O)c3ccccc3C2=O)c1
    -6, 2
O=C(N1CCCCCC1)N1CCOCC1
    ·, -8
C=C(C)CN(CC)Cc1ccc(N(C)C)cc1
    -2, 26
O=C(CN1C(=O)/C(=C/c2cccc(Cl)c2)Sc2ccccc21)NCCc1ccccc1
    -10, 0
CC(C)Cn1cnc2c1c(=O)n(C(C)C)c(=O)n2-c1ccc(F)c(F)c1
    2, -1
COc1ccc(C2=NOC(C(=O)Nc3cccc(O)c3)C2)cc1 (centres undefined)
    8, 1
CC1=C(C(=O)Nc2ccccc2F)C(c2ccc3c(c2)OCO3)C2=C(CC(C)(C)CC2=O)N1 (centres undefined)
    -2, -1
COc1ccc(Cl)cc1NC(=O)CSC1=C(C#N)C(c2ccco2)C(C(N)=O)=C(C)N1 (centres undefined)
    -8, 54*
O=c1oc2cc(OCC(O)Cn3ccnc3)ccc2c2c1CCC2 (centres undefined)
    0, -4
CC1C=CCC2C(=O)N(c3cccc(C(=O)O)c3)C(=O)C12 (centres undefined)
    -3, -5
CCNC(=O)C(=O)NCC(O)C1CCCCC1 (centres undefined)
    -1&-9, -3&-12
Cc1cc(C(=O)N2CC(C)C(c3nc(-c4ccncc4)no3)C2)n[nH]1 (centres undefined)
    -6, -1
CN(C)c1ccc(C(=O)Nc2ccccc2Br)cc1
    -6, -6
COc1cc(C(=O)NCc2ccco2)c(Br)c(OC)c1OC
    -6, 1
COc1ccc(N2CCN(C(=O)c3csc4c3CCCCC4)CC2)cc1
    2, 42
O=C(NCc1ccncc1)c1cc2c(s1)CCN(C(=O)c1ccc(Cl)cc1)C2
    0, 9
Cn1c(=O)[nH]c(=O)c2c1nc(NN)n2Cc1ccccc1
    -8, 42
CCc1nc2c(cnn2-c2ccccc2)c(=O)n1-c1cccnc1
    1, 2
COc1ccc(C(=O)COc2ccc3c(c2)OC(=Cc2ccc(OC)c(OC)c2OC)C3=O)cc1
    -2, 6
Cn1ccc2c(N(Cc3ccccc3)Cc3ccccc3)cc3c(c21)C1CCC3O1 (centres undefined)
    4, 43
COc1ccc(C)cc1NC(=O)N1CCCC1c1ccccc1Cl (centres undefined)
    -1, -2
O=C(CSc1ccc(F)cc1)Nc1cc(-c2ccco2)nn1CCO
    -3, 69*
CCCSc1nnc2c(n1)OC(c1cccnc1)Nc1ccc(Br)cc1-2 (centres undefined)
    -2, 7
CN(C)C=NN(C)c1ccc([N+](=O)[O-])cn1
    3, ·
COc1ccccc1CC(=O)NCCc1ccc(F)cc1
    -8, -5
O=C(c1csc(-c2ccc(Cl)cc2)c1)N1CCCCC1
    3, ·
CC(C)OC(=O)COc1ccc2c(c1)OC(=Cc1cccc(Cl)c1)C2=O
    -2, 8
COCCNC(=O)CNC(=O)c1nn(-c2ccc(OC)cc2OC)c(=O)c2ccccc12
    0, 5
COc1ccc(-c2cc3n(n2)CCCN(C(=O)NCc2ccco2)C3)cc1
    -3, 13
Cc1noc(C)c1S(=O)(=O)N1CCC(C(C)C(=O)NCc2cccc(F)c2)CC1 (centres undefined)
    -1, -10
COc1ccc(/C=c2\sc3n(c2=O)CN(c2cc(OC)c(OC)c(OC)c2)CN=3)cc1OC
    1, 42
CCCCOc1ccc(-c2nc3s/c(=C\c4cccs4)c(=O)n3n2)cc1
    -4, -7
C=CCn1ncc(OC)c(Cl)c1=O
    4, 4

3 structures out of the list, ordered by SMILES length, largest number first:
Screens in order – Pf apPOL block, mHTT-CaM PPI inh
Cc1cc(C(=O)N2CC(C)C(c3nc(-c4ccncc4)no3)C2)n[nH]1 (centres undefined)
    -6, -1
CC(C)OC(=O)COc1ccc2c(c1)OC(=Cc1cccc(Cl)c1)C2=O
    -2, 8
Cc1cc(Nc2ccc(O)c(C(=O)O)c2)n2ncnc2n1
    -2, -1
